HTR5A inv ctr: counter-screen for OPRM1-OPRD1 inverse agonists: human HTR5A inverse agonism; P47898; HTR5A cell line, luminescence; inhibition, % at 9.3 µM; 340,000 compounds, 0.083% hits; in the data active means inhibition mostly above about 23%, no sharp cut-off; inactive means mostly below about 18%;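 further: 0% = cells with DMSO and 100% = no-cell wells with DMSO; some compounds called inactive have numbers as strong as hits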
Target sequence (P47898 whole entry, looked up): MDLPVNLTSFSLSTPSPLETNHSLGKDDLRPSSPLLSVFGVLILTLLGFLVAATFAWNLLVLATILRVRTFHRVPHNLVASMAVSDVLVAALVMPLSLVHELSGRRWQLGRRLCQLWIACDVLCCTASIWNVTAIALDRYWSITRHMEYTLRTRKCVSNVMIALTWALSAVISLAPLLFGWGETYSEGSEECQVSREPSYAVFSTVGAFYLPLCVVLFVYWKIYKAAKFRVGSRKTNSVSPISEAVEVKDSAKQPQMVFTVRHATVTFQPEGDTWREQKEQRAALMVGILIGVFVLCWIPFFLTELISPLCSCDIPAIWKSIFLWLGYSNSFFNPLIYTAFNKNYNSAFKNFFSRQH
CAL-PDZ inh HTS: blocks peptide binding to the human CAL PDZ domain; purified CAL PDZ, TMR-peptide fluorescence polarization, 1 h; 300,000 compounds, 0.92% hits; inhibition, % at 24.9 µM;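 active means mean inhibition of at least 30% with at least half of replicates also reaching 30%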;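 further: 0% = DMSO neutral control and 100% = excess unlabeled competitor peptide PRC23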
RTF Ca sens act: increases calcium sensitivity of human cardiac regulated thin filaments | P19429+P45379 | IANBD-labeled TnC RTF fluorescence at EC20 calcium; 0% EC20 calcium, 100% full calcium | activation, % at 7.2 µM | 340,000 compounds, 0.24% hits;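 active means activation above the mean over all tested compounds plus 3 SD, cut at about 30% in these data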;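 further: rise in fluorescence read as greater calcium sensitivity of cardiac thin filaments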
C-LANA FP: KSHV C-LANA DNA binding inhibition; MBP-C-LANA/FAM-LBS DNA binding, fluorescence polarization; inhibition, % at 9 µM; 340,000 compounds, 0.078% hits; AID 504423;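 active means highest replicate inhibition at or above 60% at 9 µM, even if other replicates fall short; inactive means all replicates below 60% inhibition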;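 further: 0% = neutral control wells and 100% = 4 µM acridine orange control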
V-ATPase pHluor: alters yeast V-ATPase proton transport | S. cerevisiae, pHLuorin cytosolic pH fluorescence | response, % at 10 µM | 350,000 compounds, 0.37% hits | AID 504577; in the data active means response mostly above about 7.3%, no sharp cut-off; inactive means mostly below about 5.4%; further: actives read high; inactives centre near 0; some compounds called inactive have numbers as strong as hits; reference of the scale not given here
Keap1-Nrf2 PPI: Keap1-Nrf2 (human) interaction inhibition | Q14145 | Keap1 Kelch-Nrf2 peptide fluorescence polarization, 1536-well | inhibition, % at 9.4 µM | 340,000 compounds, 0.15% hits | AID 504523; in the data active means inhibition above about 12%;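 further: human Keap1 Kelch domain with fluorescein labeled Nrf2 9mer peptide probe; 0% = neutral control wells and 100% = peptide positive control; higher means more block of Keap1 binding to Nrf2 peptide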
Target sequence (Q14145 whole entry, looked up, the tested form may be a part): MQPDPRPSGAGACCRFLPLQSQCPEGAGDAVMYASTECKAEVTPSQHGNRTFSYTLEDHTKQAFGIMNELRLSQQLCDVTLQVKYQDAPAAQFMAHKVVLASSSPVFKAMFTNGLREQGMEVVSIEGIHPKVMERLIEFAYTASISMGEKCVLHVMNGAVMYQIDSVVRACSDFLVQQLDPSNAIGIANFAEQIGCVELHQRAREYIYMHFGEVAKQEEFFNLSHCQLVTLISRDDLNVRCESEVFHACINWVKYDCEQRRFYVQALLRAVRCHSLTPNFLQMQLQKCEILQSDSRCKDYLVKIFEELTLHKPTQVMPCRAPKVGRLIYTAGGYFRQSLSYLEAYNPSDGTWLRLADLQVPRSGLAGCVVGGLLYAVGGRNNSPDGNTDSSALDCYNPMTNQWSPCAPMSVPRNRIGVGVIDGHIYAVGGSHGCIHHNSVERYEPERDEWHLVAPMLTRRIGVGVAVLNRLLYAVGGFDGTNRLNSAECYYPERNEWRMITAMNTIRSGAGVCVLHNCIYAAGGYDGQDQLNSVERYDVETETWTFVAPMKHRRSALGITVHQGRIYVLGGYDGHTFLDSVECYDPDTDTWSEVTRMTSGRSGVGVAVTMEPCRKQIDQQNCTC
RTF Ca sens inh: cardiac RTF calcium desensitization. P19429+P45379. IANBD-labeled cardiac RTF, Ca2+ fluorescence. inhibition, % at 7.15 µM. 340,000 compounds, 0.12% hits;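 active means inhibition above the mean inhibition of all tested compounds plus 3 SD, cut at about 17% in these data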;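 further: assay run at fixed EC70 calcium of 1.6 mM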
HTR5A ag: activates human HTR5A in OPRM1-OPRD1 agonist counter-screen; activation, % at 9.3 µM; 340,000 compounds, 0.61% hits; AID 504692; P47898; HTR5A agonist assay, luminescence, cell-based; in the data active means activation mostly above about 9.5%, no sharp cut-off; inactive means mostly below about 7.6%;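 further: 0% = cells with vehicle only and 100% = reference agonist; strong numbers were not always called active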
OPRM1-OPRD1 inv: mu-delta opioid heterodimer inverse agonism; AID 504357; P35372+P41143; 340,000 compounds, 0.21% hits; cell-based MOR-DOR heterodimer luminescence; inhibition, % at 9.3 µM; in the data active means inhibition above about 22%, passing the limit was not always enough;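 further: 0% = cells with DMSO and 100% = wells without cells with DMSO; values of inactives mirror those of a sister screen read the other way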
OPRM1-OPRD1 ag: agonists of human mu-delta opioid receptor heterodimerization; P35372+P41143; cells, OPRM1-OPRD1 heterodimerization, luminescence; activation, % at 9.3 µM; 340,000 compounds, 0.3% hits; AID 504326; in the data active means activation above about 18%;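 further: 0% = vehicle-treated cells and 100% = reference agonist; values of inactives mirror those of a sister screen read the other way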
The depositor's hits bear a star; nt = not tested or not shown.

The line under a structure holds: OPRM1-OPRD1 ag | CAL-PDZ inh HTS | OPRM1-OPRD1 inv | RTF Ca sens inh | RTF Ca sens act | Keap1-Nrf2 PPI | C-LANA FP | V-ATPase pHluor | HTR5A ag | HTR5A inv ctr
1) CCC(C)C(NC(=O)c1ccccc1NC(=O)c1ccco1)C(=O)NNC(=O)c1ccc(OC)cc1 (configuration not stated)
    5.0 | 4 | -36 | 1 | 5 | -1 | 1.1 | 7 | -6 | 17
2) CCSc1nnc(N2C(=O)c3ccc(C(=O)c4ccc(C(=O)O)cc4)cc3C2=O)s1
    -3.6 | -4 | 19 | -1 | 1 | 2 | 0.8 | -2 | 3 | -8
3) COc1cccc(/C=C/C(=O)OCC(=O)c2cc(C)n(CC3CCCO3)c2C)c1OC (configuration not stated)
    -1.2 | 2 | 9 | -1 | 2 | -1 | 2.1 | 1 | 1 | 4
4) CCN(CC)CCN(C(=O)Cn1nnc(-c2ccc(OC)c(OC)c2)n1)C(C(=O)NC1CCCC1)c1ccc(F)cc1 (configuration not stated)
    -1.4 | 0 | 8 | 2 | 4 | -7 | -1.4 | 1 | 3 | -14
5) O=C(O)c1cc(S(=O)(=O)Nc2ccccc2C(=O)O)ccc1O
    -2.6 | -1 | 11 | 2 | -2 | 6 | 0.8 | -2 | 8 | -21
6) NC1=NN(c2c(Cl)cc(Cl)cc2Cl)C(=O)C1
    -1.1 | 4 | 5 | -9 | -2 | 0 | -0.5 | 0 | 3 | -10
7) Cc1cc(/C=C2/SC(=O)N(CC(=O)N3CCOCC3)C2=O)c(C)n1-c1ccccc1F
    -2.5 | -5 | 15 | -4 | -2 | 2 | -0.4 | -4 | 6 | -17
8) COc1ccc(OC)c(NC(=O)COc2ccc(S(=O)(=O)NC(C)C)cc2)c1
    -0.4 | -2 | 2 | -7 | -4 | -1 | -1.3 | -1 | 6 | 14
9) COCCNC(=O)C(c1ccc(Cl)cc1)N(CCOC)C(=O)CCC(=O)Nc1nccs1 (configuration not stated)
    -3.0 | nt | 15 | 1 | 8 | -3 | -0.7 | 1 | -2 | -17
10) CCc1c(C(=O)NC2CCCc3ccccc32)[nH]c(C)c1C(C)=O (configuration not stated)
    -0.2 | -1 | 1 | -3 | 1 | -9 | 0.2 | 0 | 1 | 11
11) COc1ccc(S(=O)(=O)NC(C)C(=O)Nc2ccccc2C(F)(F)F)cc1 (configuration not stated)
    -1.1 | -1 | 6 | 2 | -4 | 2 | -0.2 | 2 | -2 | -13
12) COc1cccc(-c2nn(-c3ccccc3)cc2C(=O)O)c1
    -2.5 | nt | 13 | -18 | 0 | -3 | 0.4 | 2 | 3 | -10
13) CC(NC(=O)c1cc(Br)cs1)C1CCCO1 (configuration not stated)
    -0.4 | -10 | 2 | -21 | 8 | -3 | -0.6 | 0 | -6 | 16
14) COc1ccc(S(=O)(=O)N2CCC(C(=O)c3ccc4c(c3)OCCO4)CC2)cc1
    -0.7 | -5 | 4 | -14 | 2 | 0 | 0.7 | -1 | 2 | 11
15) O=S(=O)(c1ccc(OCc2ccc(Br)cc2)cc1)N1CCOCC1
    -4.0 | 10 | 17 | -5 | -5 | -3 | 2.4 | 4 | 2 | -5
16) CCCC(=O)Nc1c(-c2ccccc2OC)c(=O)c2ccccc2n1C
    -3.1 | -6 | 15 | -2 | 6 | 4 | -0.6 | -4 | -5 | -27
17) CCC1NC(=S)NC(C)=C1C(=O)c1ccccc1 (configuration not stated)
    -1.4 | nt | 7 | -2 | 5 | -7 | 0.3 | -5 | 3 | 16
18) N/C(Cc1ccc([N+](=O)[O-])cc1)=N\OC(=O)c1cccc(Br)c1
    12 | 4 | -87 | -11 | -9 | 1 | -1.2 | -3 | 1 | -1
19) C#Cc1ccc([C@@H]2C=C(C(=O)NCc3ccccc3)O[C@H](OCCCCO)C2)cc1
    -1.3 | -7 | 8 | -6 | -2 | -4 | -0.9 | 5 | -5 | 13
20) COc1cccc(/C=N/NC(=O)C[n+]2ccccc2)c1OC
    -0.9 | -1 | 5 | -7 | 6 | -4 | -1.5 | 2 | 0 | -1
21) COc1ccc(OC)c(CN2CCCC(C(=O)N3CCCCC3)C2)c1 (configuration not stated)
    -1.5 | nt | 8 | -1 | -1 | 0 | -1.0 | -1 | 6 | -9
22) Cc1ccc(C(=O)NC(=S)Nc2ccc(N3CCOCC3)cc2)cc1C
    2.8 | 0 | -14 | -8 | 4 | -4 | 0.2 | 1 | 0 | 0
23) O=C(COC(=O)CCC1CCCC1)Nc1cc(S(=O)(=O)N2CCOCC2)ccc1Cl
    2.1 | -2 | -13 | 7 | -10 | 3 | 0.6 | 1 | 1 | -20
24) Cn1c(=O)c2c(ncn2CC(=O)N2CCN(c3ccccc3F)CC2)n(C)c1=O
    nt | -4 | nt | -1 | 0 | 2 | 0.2 | -1 | nt | nt
25) CCCCN(CC)c1nc(N)c2c(N)nc(OCC)cc2c1C#N
    0.2 | 1 | -1 | -7 | -8 | -1 | 0.2 | 4 | 0 | -4
26) COC(CNC(=O)c1cccc(-n2c(=S)[nH]c3cc(Cl)ccc3c2=O)c1)OC
    -0.5 | -9 | 3 | 12 | 1 | -1 | 0.6 | -4 | 0 | -1
27) CC(C)C(C(=O)NC1CCCCC1)N(CC1CCCO1)C(=O)CNS(=O)(=O)c1ccc(F)cc1 (configuration not stated)
    -0.9 | 0 | 4 | -2 | 1 | -3 | 4.6 | 0 | -1 | 3
28) COc1cc(NC(=S)NC2CC2)c(OC)cc1Cl
    -4.4 | -3 | 22 | 6 | -1 | 1 | -0.2 | -9 | 3 | -7
29) CO/N=C(/COc1ccc(F)cc1)c1ccc(OC)cc1
    7.8 | -1 | -38 | -4 | -4 | -2 | 5.8 | 2 | 4 | -14
30) Cc1ccc(/C=N/N2CCN(c3ccccn3)CC2)o1
    -1.4 | -1 | 7 | -6 | 9 | 0 | 1.1 | 5 | -3 | 7
31) O=C1N(Cc2ccc3c(c2)OCO3)c2ccccc2C1(O)c1c[nH]c2ccccc12 (configuration not stated)
    0.9 | 6 | -5 | -4 | -2 | -3 | -1.7 | -1 | -5 | -19
32) COc1ccc(/C=C/C(=O)c2ccccc2)c(OC)c1
    0.2 | 1 | -1 | -19 | 1 | -3 | 0.3 | 5 | 1 | 3
33) Cc1ccc(C(=O)N2CCN(Cc3ccc4c(c3)OCO4)CC2)cc1S(=O)(=O)N1CCOCC1
    -0.6 | 9 | 3 | -18 | -1 | -5 | -1.8 | 0 | 1 | -4
34) CCOC(=O)C1CCN(C(c2ccccn2)c2c(C)[nH]c3ccccc23)CC1 (configuration not stated)
    1.9 | -1 | -12 | 2 | 8 | 0 | 0.6 | 3 | 2 | 1
35) CNC(=O)c1cccc(NC(=O)C(C)c2ccc3cc(OC)ccc3c2)c1 (configuration not stated)
    3.4 | -5 | -18 | -7 | 3 | 0 | 0.2 | 2 | 0 | -1
36) COc1ccc(C2c3cc(OC)c(OC)cc3CCN2C(=O)c2ccccc2)cc1OC (configuration not stated)
    -2.2 | 0 | 11 | -4 | 9 | -6 | -0.5 | 1 | 1 | -12
37) Cc1c(C(=O)N2CCN(S(C)(=O)=O)CC2)oc2ccccc12
    0.9 | nt | -5 | -2 | 1 | -3 | -2.0 | 0 | 0 | 10
38) C/C(=N\NC(=O)c1cc(-c2ccc(O)cc2)nc2ccccc12)c1cccnc1
    -3.5 | -1 | 12 | -5 | 3 | -1 | -1.9 | -2 | -1 | 15
39) COC(=O)c1cc(S(=O)(=O)N2CCN(C3CCCCC3)CC2)c[nH]1
    -0.1 | nt | 1 | -11 | 1 | 3 | 2.0 | 0 | 0 | 1
40) O=C(CS(=O)CC(=O)N(CC(=O)NC1CCCC1)C1CCCCC1)Nc1ccc(F)cc1 (configuration not stated)
    -2.7 | -7 | 15 | -2 | -6 | 0 | 3.7 | 2 | -2 | -21
41) O=C(CN1C(=O)NC2(CCCCCC2)C1=O)Nc1ccc(Cl)cc1Cl
    1.4 | -2 | -5 | 7 | 0 | 2 | 0.3 | 1 | -2 | 4
42) Cc1ccc(C(=O)OCC(=O)N2CCOCC2)c(C)c1
    1.1 | nt | -9 | 6 | -2 | -2 | 2.1 | 2 | -1 | -6
43) COc1cc(S(=O)(=O)N(C)C)ccc1Br
    1.0 | nt | -5 | -1 | 6 | -4 | -1.2 | -2 | 1 | 16
44) O=C(Nc1ccc(F)cc1F)c1ccc(-n2cccn2)nc1
    -1.0 | 4 | 5 | 3 | 2 | -3 | -1.4 | -4 | -1 | 4
45) CC1CC(=O)Nc2ccccc2N1C(=O)CN1C(=O)C(=O)N(C)C1=O (configuration not stated)
    -3.5 | 23 | 18 | -5 | -2 | -2 | 2.0 | 0 | 2 | -7
46) CC1CCN(c2ccc3c(c2)S(=O)(=O)c2cccc(C(=O)O)c2C3=O)CC1
    -2.2 | -1 | 13 | -15 | 6 | -14 | -3.1 | -4 | 6 | -16
47) CC(NC(=O)NC1CCCCC1)C(c1cccs1)N1CCOCC1 (configuration not stated)
    -2.1 | nt | 12 | -2 | -7 | 2 | 0.0 | -1 | 1 | -2
48) CCC/C(O)=C1\C(=O)CC(C)(C)CC1=Nc1ccc(OC)cc1
    1.4 | nt | -7 | -11 | 1 | -2 | -7.6 | 5 | 0 | -22
49) CC1C/C(=N/O)C(C)CN1 (configuration not stated)
    -5.0 | nt | 21 | -1 | -1 | 1 | -0.1 | -1 | -2 | -4
50) O=C(Oc1ccc([N+](=O)[O-])cc1)c1cccnc1
    -4.2 | -3 | 21 | -8 | 3 | -3 | 0.4 | -1 | -3 | 7

(cont.)
The line under a structure holds: OPRM1-OPRD1 ag | CAL-PDZ inh HTS | OPRM1-OPRD1 inv | RTF Ca sens inh | RTF Ca sens act | Keap1-Nrf2 PPI | C-LANA FP | V-ATPase pHluor | HTR5A ag | HTR5A inv ctr
51) Cc1nnc(SCc2ccccc2Cl)n(N)c1=O
    -1.4 | -4 | 7 | 1 | -5 | -6 | -1.6 | 3 | -2 | -4
52) C=CCn1c(COc2ccccc2)nnc1SCc1ccc(C#N)cc1
    0.1 | 0 | 0 | -4 | 1 | -1 | 1.6 | -2 | 0 | 1
53) CC(CNC(=O)C1CCCCC1)NC(=O)C1CCCCC1 (configuration not stated)
    -0.5 | -4 | 3 | -10 | 3 | 1 | -0.6 | 2 | 2 | -5
54) Cc1ccc(-c2noc(CCCOc3ccc(Cl)cc3Cl)n2)cc1
    -1.0 | 0 | 4 | -4 | 0 | -2 | 1.0 | 5 | 5 | -14
55) CCCSCCCNC(=O)CC1Oc2ccccc2NC1=O (configuration not stated)
    -1.5 | nt | 7 | -4 | 10 | -6 | -0.7 | -3 | 3 | -10
56) Cc1cc(NCc2cccnc2)nc(N)n1
    -3.8 | -8 | 17 | -7 | -1 | -1 | 2.0 | 3 | 5 | -19
57) COc1ccc(-c2csc(/C(C#N)=C/Nc3cc4oc5ccccc5c4cc3OC)n2)cc1
    -1.7 | -6 | 8 | 7 | -3 | 0 | -7.7 | -4 | 3 | -7
58) CCCOc1ccc(/C(O)=C2/C(=O)C(=O)N(CCCn3ccnc3)C2c2cccs2)cc1 (configuration not stated)
    -0.1 | 3 | 1 | -14 | 4 | -5 | 0.8 | 0 | 2 | -5

Assay outcomes as filed in PubChem BioAssay.
